# Screens (PubChem)
# LGR2 inh – inhibitors of bursicon-induced LGR2 CRE-luciferase signal, primary screen, cell-based, HEK293, CRE-luciferase reporter, bursicon stimulation; Drosophila bursicon receptor LGR2 (rickets); bursicon-stimulated, 4 h; inhibition, % at 9.99 µM; actives 0.35% (n = 380,000);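 active = drop in luminescence signal, shown as inhibition above about 50% in the replicate tests, limit read from the data, passing the limit was not always enough; inconclusive = probably only some replicates passing the limit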;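 also: agonist challenge used bursicon conditioned medium at about half maximal strength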
# EWS-Fli block – EWS/Fli-driven NR0B1 reporter inhibitors, primary screen, A673 cells, NR0B1 luciferase, luminescence, MLPCN library; inhibition, % at 12.6 µM; AID 651661, 2012; actives 0.67% (n = 350,000); viability-normalised;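 active = mean inhibition of at least 50% after viability correction, with every replicate also passing that limit; inconclusive = mean reaches 50% but only one of two replicates passes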;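 also: firefly luciferase signal divided by Alamar Blue viability fluorescence both relative to DMSO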
# ARNT TACC3 PPI – disruptors of ARNT/TACC3 protein interaction, primary screen, biochemical, AlphaScreen, single concentration. inhibition, % at 9.99 µM. Transforming acidic coiled-coil-containing protein 3 (Homo sapiens), Q9Y6A5. AID 623870, 2012. actives 0.66% (n = 390,000). AlphaScreen His-ARNT PAS-B/GST-TACC3 binding, luminescence; TACC3 fragment carries E629A point mutation;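 active = mean inhibition of replicates at least 50% and at least half of replicates each reaching 50%; inconclusive = half or more replicates reach 50% but mean below 50%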;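 also: 0% = complete ARNT plus TACC3 wells and 100% = ARNT alone without TACC3; many hits fall short of the cut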
# PAX8 reporter – inhibitors of PAX8-driven TPO luciferase reporter, primary screen, RMG-I cells, single concentration | SteadyGlo, 24 h | inhibition, % at 12.6 µM | actives 1.2% (n = 360,000) | AID 652154, 2013;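 active = mean replicate inhibition at least 60% with every replicate also reaching 60%; inconclusive = only one of the two criteria is met; inactive = mean below 60% and not all replicates reaching 60%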;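 also: luciferase light reporting Pax8 driven TPO promoter activity; plate controls were median of neutral control wells for no effect and mitoxantrone controls for full effect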
# Casp6 inh – human caspase-6 inhibitors, primary screen, biochemical, VEID-R110 fluorescence, single point, set 2; purified caspase-6, Z-VEID-R110 cleavage fluorescence; inhibition, % at 12.5 µM; actives 0.53% (n = 350,000);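 active = mean inhibition across replicates at least about 35%, with every replicate also reaching that limit, limit read from the data; inconclusive = only one of the two criteria met; inactive = neither criterion met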;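 also: 0% = median of neutral control wells and 100% = no fluorescence left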
# Target sequence (P55212 24-179 limits assumed): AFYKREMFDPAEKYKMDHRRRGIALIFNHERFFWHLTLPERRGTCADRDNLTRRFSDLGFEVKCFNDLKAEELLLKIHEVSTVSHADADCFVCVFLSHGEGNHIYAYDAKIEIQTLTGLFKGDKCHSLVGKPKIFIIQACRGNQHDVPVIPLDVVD
# Target sequence (P55212 194-293 limits assumed): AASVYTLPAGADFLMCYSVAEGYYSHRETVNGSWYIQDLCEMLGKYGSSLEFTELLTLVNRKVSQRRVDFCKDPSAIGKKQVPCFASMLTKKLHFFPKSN
# SIRT5 inh – SIRT5 desuccinylase inhibitors, primary screen, biochemical, fluorescence imaging, single point, set 5 | NAD-dependent protein deacylase sirtuin-5, mitochondrial (Homo sapiens), Q9NXA8 | Purified SirT5, succinyl-peptide AMC, trypsin-coupled fluorescence | inhibition, % at 15 µM | actives 1.1% (n = 330,000); in the data active = inhibition above about 15%; inconclusive = no clear call, values can overlap the other calls
# Target sequence (Q9NXA8 whole entry, looked up): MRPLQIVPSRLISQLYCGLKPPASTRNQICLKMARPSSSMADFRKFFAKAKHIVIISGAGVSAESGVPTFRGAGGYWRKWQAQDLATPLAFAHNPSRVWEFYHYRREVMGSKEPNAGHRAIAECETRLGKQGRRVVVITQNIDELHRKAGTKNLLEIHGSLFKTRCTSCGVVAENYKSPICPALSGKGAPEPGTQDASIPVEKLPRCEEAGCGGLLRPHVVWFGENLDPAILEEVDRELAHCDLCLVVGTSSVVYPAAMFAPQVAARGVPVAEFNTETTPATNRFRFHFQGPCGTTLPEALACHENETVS
# DENV2 CPE rescue – inhibitors of DENV2 cytopathic effect, primary screen, cell-based, plate reader, single concentration. DENV2-infected cells, cytopathic effect rescue. CPE inhibition, % at 9.99 µM. actives 1.7% (n = 350,000). AID 651640, 2012; in the data active = CPE inhibition above about 20%, passing the limit was not always enough; inconclusive = no clear call, values can overlap the other calls; tested in BHK-21 cells;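 also: 0% = median of neutral control wells and 100% = median of positive control wells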
# * hit, by the source's call; ? = inconclusive; nt = not tested or not shown; & = joins results of further samples.
SMILES,LGR2 inh,EWS-Fli block,ARNT TACC3 PPI,PAX8 reporter,Casp6 inh,SIRT5 inh,DENV2 CPE rescue
O=C1c2ccccc2NC(c2ccc(O)cc2)N1c1ccccc1 (centres undefined),-6,-43,-4,9,-1,-1,-6
CN(C(=O)c1cccs1)c1ccc(OCC(=O)Nc2ccc(C(=O)O)cc2)cc1,9,10,3,0,0,-4,-3
CC(C)(C)OC(=O)NCCNC(=O)c1cccs1,-3,-9,0,11,-1,-1,-1
CN1C(=O)c2cc(NC(=O)c3cccs3)ccc2OC[C@H]2O[C@H](CC(=O)NCC3CC3)CC[C@H]21,21,12,4,9,nt,nt,-2
CCS(=O)(=O)c1ccc(OC)c(N=Nc2ccc(O)c3ncccc23)c1,19,0,35,50,1,-1,-4
Cn1ccc(C(=O)N/N=C/c2ccncc2)n1,1,3,16,nt,0,1,-7
Cc1ccc(C)c(OCC(=O)Nc2ccccc2C(=O)N2CCOCC2)c1,-6,-2,-7,9,2,-3,0
COCCNC(C(=O)Nc1ccc(C)cc1[N+](=O)[O-])c1ccccc1 (centres undefined),-52,-29,6,16,4,0,-6
C[C@@H]1CN([C@@H](C)CO)C(=O)c2cc(-c3cncnc3)cnc2O[C@@H]1CN(C)Cc1cncnc1,-2,9,-15,-11,0,-2,-9
CC(C)CC(=O)c1c[nH]c(C(=O)NCc2cccnc2)c1,27,10,nt,-8,1,-1,1
O=C(C[C@@H]1CC[C@@H]2[C@H](COC[C@H](O)CN2C(=O)Nc2ccc(Cl)cc2)O1)NCCc1ccncc1,0,-42,2,-14,-1,3,-5
COc1ccc(Cc2c(-c3ccco3)nc3c(C)cc(Br)cn23)c(C)c1,1,13,nt,48,39*,-1,23*
COc1ccc(NC(=S)Nc2cccc3ccccc23)cc1OC,-22,-12,20,-15,0,-16,?
S=C(Nc1ccc(Cl)cc1)N(CCCN1CCOCC1)Cc1cccs1,-1,12,20,5,1,-1,8
CC(C)c1csc(CN2CCC(n3nccc3NC(=O)Cc3ccccc3)CC2)n1,5,5,-8,12,-1,-2,-4
CC(C)CCN1C(N(C)C)=NC[C@@H]1C,21,4,-5,2,0,4,12
O=C(C1CCCC1)N1CCCCN2[C@@H](CO)[C@@H](c3ccc(C#CC4CC4)cc3)[C@@H]2C1,nt,-5,8,29,-2,0,10
O=C(CCc1ccccc1)N1CCN(CCO)CC1,-20,6,0,0,-1,nt,-2
Cc1cccn2cc(CNC(=O)c3ccc(Br)o3)nc12,1,-13,1,-8,0,-1,-5
CCCCNS(=O)(=O)C1CCS(=O)(=O)C1 (centres undefined),-2,nt,3,nt,0,-1,nt
Clc1cccc(-c2nc3ccc(Br)cn3c2Cc2ccsc2)c1,-71,-99,nt,-132,9,-9,-6
O=C(NC1CC1)C1CC(=O)N(C2CCCCC2)C1 (centres undefined),-6,9,0,nt,-1,0,-3
O=C(CSc1nn(-c2ccc(Cl)cc2)c(=S)s1)NCC1CCCO1 (centres undefined),-7,5,-4,-13,1,-2,-1
NCCCn1c(C(=O)c2ccc(Cl)cc2)c2ccc([N+](=O)[O-])cc2[n+]1[O-],-18,29,6,2,6,-1,nt
COc1cc(/C=C2/C(=N)N3N=C(CC(=O)N4CCOCC4)SC3=NC2=O)ccc1OC(C)c1ccccc1 (centres undefined),6,8,-2,-27,4,2,13
Nc1c(N(CCC2=CCCCC2)C(=O)c2ccc([N+](=O)[O-])o2)c(=O)[nH]c(=O)n1Cc1ccccc1,4,6,-4,25,0,-2,-2
CCOC(=O)Cn1cnc2scc(-c3ccccc3)c2c1=O,-13,-7,-3,1,3,0,-2
C[C@H](CO)N1C[C@H](C)[C@@H](CN(C)Cc2ccc(Cl)c(Cl)c2)Oc2c(NS(=O)(=O)c3cn(C)cn3)cccc2C1=O,22&15,1&-3,4&4,-16&-6,1,0&-2,-6&11
Cc1cc(C(=O)COc2ccccc2C(N)=O)c(C)n1CC1CCCO1 (centres undefined),15,-10,-1,-3,4,-3,-2
CCCS(=O)(=O)N1CCN=C1SCc1ccc(C)cc1,-9,1,4,17,-3,-3,2
CN(CCC#N)C(=O)COC(=O)c1c2c(nc3ccccc13)/C(=C/c1ccco1)CC2,-24,-4,-3,-10,nt,nt,nt
C[C@H]1CN([C@@H](C)CO)C(=O)c2cccc(NS(C)(=O)=O)c2O[C@H]1CN(C)S(=O)(=O)c1cccs1,-10,6,-4,nt,3,6,-12
Cc1ccc(SC[C@H](C)CN2CC[C@H](C)CCC2=O)cc1,1,-43,-10,-2,0,nt,-9
Cc1nn(CC(=O)Nc2ccc(C#N)cc2)c(C)c1[N+](=O)[O-],11,18,1,9,4,2,6
CCNC(=O)CCSc1nnc(-c2ccco2)o1,-4,2,-12,-15,-2,-3,2
CCCCCCCC(=O)NN=C1CCN(Cc2ccccc2)CC1,1,nt,-5,-6,nt,nt,nt
FC(F)(F)c1ccc(/C=N/N2CCN(Cc3ccccc3)CC2)cc1,17,nt,10,-10,nt,nt,nt
C[C@@H]1CCCCO[C@H](CN(C)C(=O)Nc2cccc3ccccc23)[C@H](C)CN([C@@H](C)CO)C(=O)c2cc(NC(=O)Nc3ccc(C(F)(F)F)cc3)ccc2O1,-1,7,-3,2,-3,2,-4
C[C@H]1CN([C@@H](C)CO)C(=O)c2cccc(NC(=O)Nc3ccc(C(F)(F)F)cc3)c2O[C@H]1CN(C)Cc1ccc(Cl)c(Cl)c1,25,2,7,nt,1,9,2
CCN(CC)S(=O)(=O)c1ccc2c(c1)oc(=O)n2CC(=O)N(C)C1CCCCC1,-7,-1,-1,-8,9,-3,-4
OC[C@H]1[C@@H]2c3ccccc3NC[C@@H]2N1Cc1ccccc1Cl,-28,11,0,17,0,5,33*
N=C(N)SCc1ccc(Cl)c2ccccc12,nt,7,1,-4,-6,-3,-13
O=c1/c(=C\c2cccnc2)sc2nc3ccccc3n12,-52,-30,-7,nt,-2,-5,nt
O=C(Nc1ccc2c(c1)[C@@H]1C[C@H](CC(=O)N3CCCCC3)O[C@H](CO)[C@@H]1O2)C1CCC1,-21,-5,-6,13,-2,4,19
COc1ccc(C(=O)N(CC(=O)Nc2sc(C)c(C)c2C(N)=O)C2CCCC2)cc1,-1,11,2,-8,2,-1,0
CCOC(=O)c1c(C)nc(SC)c(C#N)c1-c1ccccc1,2,nt,-9,8,nt,nt,nt
N#CCc1c(C#N)c(N)nc(N2CCCC(CO)C2)c1C#N (centres undefined),-8,2,0,-9,6,-2,-5
COc1cc(NC(=O)c2ccccc2)c(OC)cc1NC(=O)CN1C(=O)N(C)C2(CCCCC2)C1=O,-2,11,8,5,5,2,6

# An excerpt from above in order of count of non-hydrogen atoms, lowest first:
SMILES,LGR2 inh,EWS-Fli block,ARNT TACC3 PPI,PAX8 reporter,Casp6 inh,SIRT5 inh,DENV2 CPE rescue
O=c1/c(=C\c2cccnc2)sc2nc3ccccc3n12,-52,-30,-7,nt,-2,-5,nt
CCOC(=O)c1c(C)nc(SC)c(C#N)c1-c1ccccc1,2,nt,-9,8,nt,nt,nt
FC(F)(F)c1ccc(/C=N/N2CCN(Cc3ccccc3)CC2)cc1,17,nt,10,-10,nt,nt,nt
COc1ccc(C(=O)N(CC(=O)Nc2sc(C)c(C)c2C(N)=O)C2CCCC2)cc1,-1,11,2,-8,2,-1,0
O=C(Nc1ccc2c(c1)[C@@H]1C[C@H](CC(=O)N3CCCCC3)O[C@H](CO)[C@@H]1O2)C1CCC1,-21,-5,-6,13,-2,4,19
C[C@@H]1CCCCO[C@H](CN(C)C(=O)Nc2cccc3ccccc23)[C@H](C)CN([C@@H](C)CO)C(=O)c2cc(NC(=O)Nc3ccc(C(F)(F)F)cc3)ccc2O1,-1,7,-3,2,-3,2,-4

# Arranged by the number under Casp6 inh (rising): some entries from above.
Structure | LGR2 inh | ARNT TACC3 PPI | Casp6 inh | SIRT5 inh | DENV2 CPE rescue
N=C(N)SCc1ccc(Cl)c2ccccc12 | nt | 1 | -6 | -3 | -13
O=c1/c(=C\c2cccnc2)sc2nc3ccccc3n12 | -52 | -7 | -2 | -5 | nt
OC[C@H]1[C@@H]2c3ccccc3NC[C@@H]2N1Cc1ccccc1Cl | -28 | 0 | 0 | 5 | 33*

# (cont.)
SMILES,LGR2 inh,EWS-Fli block,ARNT TACC3 PPI,PAX8 reporter,Casp6 inh,SIRT5 inh,DENV2 CPE rescue
COCC(=O)Nc1ccc2c(c1)OC[C@H](C)N(C)C[C@@H](C)[C@@H](OC)CN(C)C2=O,-2,-6,5,nt,-1,-7,12
CCN(CC)S(=O)(=O)c1cc(NC(=O)C(C)OC(=O)c2[nH]c(C)c(C(C)=O)c2C)ccc1C (centres undefined),-2,9,-1,-1,3,-2,16
Cc1ccc(OCC(=O)Nc2ccc3c(c2)OCO3)c([N+](=O)[O-])n1,-43,-81,-8,-4,5,3,15
COC(=O)Cc1c(C)c2ccc(OCC(=O)NC3CCS(=O)(=O)C3)cc2oc1=O (centres undefined),-3,nt,12,-14,-2,-25,12
CCN(CC)CC(O)CN(c1ccccc1)S(=O)(=O)c1ccc2ccccc2c1 (centres undefined),-7,-5,8,-9,-4,-5,-2
OC(CNC1CCCCC1)CON=C1CCSc2c(Cl)cccc21 (centres undefined),3,0,nt,6,2,nt,1
CCNC(=O)/C(C#N)=C/c1c(N2CCN(c3cccc(Cl)c3)CC2)nc2c(C)cccn2c1=O,23,-3,11,20,2,-1,9
Cc1ccc(CN(C)C(=O)c2ccc(S(=O)(=O)N3CCCCCC3)cc2)o1,16,5,0,5,-3,3,4
CC(OC(=O)c1ccc(NS(=O)(=O)c2ccc3[nH]c(=O)[nH]c3c2)cc1)C(=O)Nc1ccc(Cl)cc1 (centres undefined),-1,1,-10,8,-2,10,-1
O=C(CSCc1ccc([N+](=O)[O-])cc1)N/N=C/c1ccncc1,6,-1,nt,-11,1,1,-8
O=C(O)c1cccc2c1C(=O)c1ccc(N3CCCCC3)cc1S2(=O)=O,8,-9,0,11,1,5,-6
O=c1ccc2cc(S(=O)(=O)NCCCc3ccccc3)ccc2[nH]1,-3,11,-7,-43,1,1,-7
CCC(C)C(=O)Nc1nnc(SCC(=O)NC(C)(C)C)s1 (centres undefined),-43,-6,32,-5,1,0,3
Cc1coc2cc3oc(=O)c(CCC(=O)NCCCN4CCCC4=O)c(C)c3cc12,-3,-16,13,nt,-1,-1,-6
COc1ccc(C(=O)C(C)Oc2cccc(NC(=O)c3cccc([N+](=O)[O-])c3)c2)cc1 (centres undefined),-15,nt,-3,6,nt,nt,nt
O=S(=O)(NCc1ccco1)c1ccc(Cl)cc1Cl,5,2,-8,-8,8,-4,-5
